ABCB1 block: blocks JC-1 efflux by human ABCB1 transporter; P08183; CCRF-Adr cells, flow cytometry; inhibition, % at 6.6 µM; 190,000 compounds, 0.067% hits; AID 1326; in the data active = inhibition above about 40%;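 also: 0% = vehicle and 100% = reference inhibitor; higher value means more JC-1 retained so stronger ABCB1 efflux block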
Rab2A wt mod: changes GTP binding to wildtype dog Rab2A, up or down | P61105 | GST-Rab2 wt beads, Bodipy-GTP binding, flow cytometry | GTP binding activity, % at 10 µM | 190,000 compounds, 0.19% hits | AID 760;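 active = GTP binding activity at least 20 points away from 100%, either lowered or raised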;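 also: 0% = beads with excess unlabeled GTP and 100% = no-compound control corrected for plate trend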
HRas wt GTP: modulators of GTP binding to human HRas wildtype; GTP binding activity, % at 10 µM; AID 759; GST-Ras wt beads, Bodipy-FL-GTP binding, flow cytometry; actives lie on both sides; 190,000 compounds, 0.14% hits;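 active = GTP binding activity at least 20% away from the 100% baseline, either lowered as inhibitor or raised as activator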;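 also: 0% = unlabeled GTP competition control and 100% = no-compound control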
Target sequence (P01112 whole entry, looked up): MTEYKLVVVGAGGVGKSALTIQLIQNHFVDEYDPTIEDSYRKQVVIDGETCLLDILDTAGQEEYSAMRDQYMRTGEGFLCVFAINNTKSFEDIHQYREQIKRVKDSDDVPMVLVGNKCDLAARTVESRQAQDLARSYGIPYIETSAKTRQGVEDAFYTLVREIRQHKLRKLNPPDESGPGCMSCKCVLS
Mcl1-Noxa inh: Mcl-1/Noxa interaction inhibition; TR-FRET Mcl-1/Noxa peptide binding, 2 h; inhibition, % at 21.7 µM; 220,000 compounds, 1.5% hits;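 active = compounds that cut the protein-peptide binding signal by more than 50% relative to plate controls in a single-dose test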;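 also: His-tagged Mcl-1 with rhodamine Noxa BH3 peptide and terbium anti-His antibody; 0% = Mcl-1 plus Noxa peptide wells and 100% = peptide-only wells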
Pf gamet viab: P. falciparum stage V gametocyte viability inhibition | 150,000 compounds, 0.065% hits | inhibition, % at 10.9 µM | P. falciparum stage V gametocytes, ATP luminescence, 24 h;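 active = inhibition above the mean plus 3 SD of compounds within the control limits, set per campaign, cut at about 38% in these data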;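 also: 0% = DMSO wells and 100% = medium only without gametocytes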
Rab7 wt GTP bind: modulators of GTP binding to dog Rab7 wildtype GTPase; GST-Rab7 beads, fluorescent GTP binding, flow cytometry; actives lie on both sides; untreated = 100%, excess cold GTP = 0%; GTP binding activity (percent of control), % at 10 µM; 190,000 compounds, 0.055% hits; AID 758;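 active = fluorescent GTP binding to Rab7 beads changed by at least 20 points from the 100% baseline, either direction, mostly lower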;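 also: median green fluorescence of bound Bodipy-FL-GTP per Rab7 bead population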
Cdc42 wt: modulators (inhibitors or activators) of GTP binding to human Cdc42 wildtype. P60953. GST-Cdc42 beads, Bodipy-GTP binding, flow cytometry; actives lie on both sides. percent activity (GTP binding), % at 10 µM. 190,000 compounds, 0.2% hits. AID 761;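 active = percent activity GTP binding at least 20 points away from the 100% baseline, either down as inhibitor or up as activator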;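 also: median bead fluorescence of bound Bodipy-FL-GTP at 100 nM; 0% = excess unlabeled GTP control and 100% = no compound control; below 100% means less GTP binding so inhibitor and above means activator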
Target sequence (P60953 whole entry, looked up): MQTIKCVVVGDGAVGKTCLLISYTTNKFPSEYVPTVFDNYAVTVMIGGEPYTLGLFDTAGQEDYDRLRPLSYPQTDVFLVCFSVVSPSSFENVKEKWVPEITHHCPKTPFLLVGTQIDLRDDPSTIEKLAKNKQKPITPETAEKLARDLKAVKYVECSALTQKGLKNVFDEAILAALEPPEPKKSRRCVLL
Rac1 act GTP bind: human Rac1 activated mutant GTP binding change; percent activity (GTP binding), % at 10 µM; 190,000 compounds, 0.11% hits; GST-Rac1 activated beads, fluorescent GTP binding, flow cytometry; actives lie on both sides; 100% means binding = to untreated wells;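 active = GTP binding at least 20 percentage points away from the 100% baseline, in either direction, so actives lie on both sides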
ABCG2 inh: human ABCG2 inhibition, ABCB1 as counter-screen; Q9UNQ0; IgMXP3 cells, JC-1 efflux, flow cytometry; inhibition, % at 6.6 µM; 190,000 compounds, 0.1% hits; AID 1325;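 active = inhibition above 80%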;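 also: 0% = DMSO and 100% = nicardipine control wells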
Target sequence (Q9UNQ0 whole entry, looked up): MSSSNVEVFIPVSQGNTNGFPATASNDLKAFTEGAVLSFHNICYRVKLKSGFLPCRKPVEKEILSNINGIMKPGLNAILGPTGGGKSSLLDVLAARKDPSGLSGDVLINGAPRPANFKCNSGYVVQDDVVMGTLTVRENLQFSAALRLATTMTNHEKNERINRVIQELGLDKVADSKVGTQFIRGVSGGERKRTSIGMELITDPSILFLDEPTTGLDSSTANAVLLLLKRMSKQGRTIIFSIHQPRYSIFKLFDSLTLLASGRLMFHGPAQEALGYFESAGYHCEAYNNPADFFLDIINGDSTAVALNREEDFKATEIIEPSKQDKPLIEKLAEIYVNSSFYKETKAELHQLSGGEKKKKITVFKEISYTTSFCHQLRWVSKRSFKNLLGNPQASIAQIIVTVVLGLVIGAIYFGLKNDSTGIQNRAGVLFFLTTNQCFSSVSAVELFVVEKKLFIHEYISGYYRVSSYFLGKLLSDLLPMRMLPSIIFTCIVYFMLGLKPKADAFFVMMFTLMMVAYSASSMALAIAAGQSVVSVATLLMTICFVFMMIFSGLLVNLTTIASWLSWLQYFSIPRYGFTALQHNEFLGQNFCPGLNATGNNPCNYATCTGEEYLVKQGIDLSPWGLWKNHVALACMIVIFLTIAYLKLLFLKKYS
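Test system: IgMXP3 cells (ABCG2) mixed with DDAO far-red-labelled CCRF-Adr cells (ABCB1). Reagent: JC-1 transporter substrate. Compound dosing: single test compound dose, 6.6 µM final. Times: 10 min compound exposure, 25 °C. Detection: flow cytometry of retained JC-1 fluorescence. Read-out basis: efflux inhibition in percent versus controls. Controls: nicardipine and DMSO wells.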
Rac1 wt modul: human Rac1 wildtype GTP binding, inhibitors and activators; P63000; GST-Rac1 beads, fluorescent GTP binding, flow cytometry; actives lie on both sides; 0 = cold GTP competed, 100 = untreated; GTP binding activity (% of control), % at 10 µM; 190,000 compounds, 0.27% hits; AID 757;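 active = GTP binding activity at least 20 points away from the 100% control level, either lower or higher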
Avidin bead fluor: compound fluoresces at 488/530 nm on avidin beads | fluorescence (KMESF) at 10 µM | compound fluorescence 488/530 nm, flow cytometry; active compounds read high | AID 1775 | 220,000 compounds, 0.38% hits; in the data active = fluorescence above about 47; also: inactives centre near 10
Numbers without * were called inactive; . = not tested or not shown.

SMILES	ABCB1 block	Rab2A wt mod	HRas wt GTP	Mcl1-Noxa inh	Pf gamet viab	Rab7 wt GTP bind	Cdc42 wt	Rac1 act GTP bind	ABCG2 inh	Rac1 wt modul	Avidin bead fluor
COc1ccc(Cn2nnnc2C(c2ccc(N(C)C)cc2)N2CCC(C(N)=O)CC2)cc1 (centres undefined)	0.1	95	95	54*	-2	97	95	95	0	100	10
COc1ccccc1CNC(=O)c1cc(=O)c2ccccc2o1	2.2	97	99	16	18	95	96	100	16	100	13
COc1ccccc1NC(=O)Cc1csc(N)n1	-0.2	97	98	2	-4	97	99	97	0	101	7
CCOc1ccc(N(CC(=O)N/N=C/c2cccnc2)S(C)(=O)=O)cc1	1.2	98	94	0	.	96	94	97	10	98	10
COc1ccc(OC)c(NC(=O)c2nc3ccccc3s2)c1	1.0	97	100	9	-2	104	95	97	10	101	11
COC(=O)C1CCN(C(=O)C23CCC(C)(C(=O)O2)C3(C)C)CC1 (centres undefined)	0.4	98	99	5	.	99	100	95	5	98	11
CCOC(=O)C1CCCN(S(=O)(=O)c2c(C)c(C)cc(C)c2C)C1 (centres undefined)	0.6	99	100	-10	.	101	100	98	3	101	12
COc1cc(/C=N/Nc2ncc(C(F)(F)F)cc2Cl)cc(OC)c1OC	0.7	96	97	1	-18	95	102	98	4	103	13
CCC1CC(C)(C(=O)Nc2ccc(S(N)(=O)=O)cc2)OC1=O (centres undefined)	-0.1	103	103	4	7	104	105	101	0	106	4
Cc1ccc(C)c(/C(O)=C2/C(=O)C(=O)N(CCN3CCOCC3)C2c2ccc(C)o2)c1 (centres undefined)	0.5	102	102	9	-4	100	104	100	9	108	7
CCOC(=O)C(C(=O)OCC)C(C(=O)OCC)N1CCOCC1 (centres undefined)	0.2	98	100	42	2	101	99	99	2	103	26
CCN(c1ccc(OC)cc1)S(=O)(=O)c1ccc2c(c1)CCN2C(=O)CCC(=O)O	0.5	97	100	-6	.	98	101	99	3	100	10
CCOc1ccccc1C(=O)N1CCCCC1C (centres undefined)	0.6	99	103	-28	20	103	100	99	6	108	15
Cc1cccc(Cc2nnc(CCC(=O)NCc3cn4ccccc4n3)o2)c1	0.0	93	98	6	.	100	97	94	1	101	13
Cc1ccc(-c2ccc(=O)n(CC(=O)NCCCN3CCCCC3C)n2)cc1 (centres undefined)	0.6	100	101	4	.	102	102	96	2	104	21
Cc1cccc(CSc2ccc3nnc(-c4cccnc4)n3n2)c1	1.4	93	96	6	-18	97	99	96	8	97	4
COc1ccc(N(CC(=O)Nc2c(C)n(C)n(-c3ccccc3)c2=O)S(=O)(=O)c2ccc(C)cc2)cc1	-0.1	99	100	-5	-1	104	97	94	0	99	10
Cc1ccc(Cl)cc1NC(=O)c1ccc(NC(=O)CCC(=O)O)cc1	0.0	100	101	25	-3	96	102	101	5	104	12
CCOC(=O)CC1=NN(c2ccccc2)C(=O)/C1=C\c1ccc(N(C)C)cc1	1.6	95	97	9	-1	94	97	94	15	96	11
O=C(C1CC1)N1CCCC(c2ccc(Cl)cc2)=N1	-0.5	95	96	-9	-4	104	92	92	0	91	30
CC1CCN(Cc2nc3c(c(=O)n(C)c(=O)n3C)n2CCCc2ccccc2)CC1	0.6	101	102	0	1	102	98	94	2	98	11
O=C(Nc1cccc(NC(=O)c2cccs2)c1)c1cccnc1	1.1	102	98	16	-16	107	102	96	5	100	10
COc1cccc(C2C(C(=O)Nc3nc4ccccc4s3)=C(C)NC3=C2C(=O)CC(C)(C)C3)c1OC (centres undefined)	45*	102	103	3	.	101	104	101	6	106	23
CCOC(=O)C1CCN(C(=O)c2cccc(NC(=O)C(CC)CC)c2)CC1	0.0	100	100	12	.	100	99	99	0	106	10
Cc1ccc(S(=O)(=O)N(C)C)cc1-n1c(SCC(=O)Nc2ccc(F)c(F)c2F)nc2ccccc2c1=O	6.5	96	97	-26	.	98	99	99	2	99	17

The list goes on.
SMILES	ABCB1 block	Rab2A wt mod	HRas wt GTP	Mcl1-Noxa inh	Pf gamet viab	Rab7 wt GTP bind	Cdc42 wt	Rac1 act GTP bind	ABCG2 inh	Rac1 wt modul	Avidin bead fluor
CCCCCc1c(C)c(C#N)c2nc3ccccc3n2c1-n1ccnc1C	4.6	98	102	5	.	102	101	96	5	101	21
Nc1nc(SCc2c(F)cccc2Cl)[nH]c(=O)c1-c1ccccc1	0.4	102	103	2	-1	102	103	100	1	107	4
COc1ccc(Cl)cc1C(=O)Nc1ccc(N(C)C(C)=O)cc1	0.3	100	99	15	10	98	99	98	4	100	10
CN(C)C(=S)Nc1ccc2ccccc2c1	0.3	97	97	11	.	97	101	99	17	104	21
O=S(=O)(NC1CCCC1)c1ccc(S(=O)(=O)N2CCc3ccccc32)cc1	-0.4	98	99	22	.	97	102	100	13	102	18
CCN(c1ccc(NC(=O)COC(=O)/C=C/c2cccs2)cc1)C(C)C	0.1	95	94	84*	16	93	96	92	2	96	24
COc1ccc(C(C[N+](=O)[O-])c2c(C)[nH]c3ccccc23)cc1OC (centres undefined)	0.1	100	102	2	.	101	100	101	2	106	12
CC(=O)Nc1ccc(Oc2cc(C#N)c(C#N)cc2N2CCCCCC2)cc1	8.7	95	95	-56	-2	93	94	95	11	99	27
N#Cc1nc(Cc2cccc3ccccc23)oc1NCc1ccco1	0.2	104	103	9	.	96	105	99	2	103	13
Cc1nc(N2CCC(C)CC2)c2nnn(Cc3ccccc3)c2n1	-0.1	99	98	5	.	94	96	98	6	101	4
COc1ccc(O)c(C(=O)CC(=O)c2ccccc2)c1	0.5	102	100	-21	.	103	101	98	4	101	12
CCOc1ccccc1C(=O)N[C@H](C(=O)OCc1cc(=O)oc2cc(C)ccc12)C(C)C	0.1	97	95	1	-3	98	95	97	-1	98	7
CCOc1ccccc1/C=N/NC(=O)CNC(=O)COc1ccccc1	-0.1	96	97	-6	-7	99	98	98	10	101	6
Cc1ccc(/C=C/C(=O)NC(=S)N2CCN(C)CC2)cc1	-0.1	100	101	24	10	99	101	101	1	101	17
CCOC(=O)/C(=C/c1ccc(Cl)cc1)NC(=O)c1ccco1	0.2	99	100	7	.	98	103	101	2	103	3
CN(C)CC(=O)Nc1cc(C(F)(F)F)ccc1Cl	-0.1	95	98	-16	.	98	99	95	1	95	12
CC(C)(C)[C@H]1C=C(C(N)=O)O[C@@H](OCc2ccc(CO)cc2)C1	0.0	98	97	-19	.	101	95	99	2	99	6
O=c1oc2ccccc2c(NC(c2ccccc2)c2ccccc2)c1[N+](=O)[O-]	0.8	97	101	8	.	102	99	102	4	109	5
Cc1cc2cc(CNC(=O)CCC(=O)O)ccc2[nH]1	1.2	102	99	-9	1	97	102	97	7	99	24
O=C(NCCCN1CCN(c2cccc(Cl)c2)CC1)c1ccc(N2CCCC2=O)cc1	0.2	100	98	25	.	100	100	98	1	100	34
COc1ccc(C)cc1N/C(N)=N/c1nc(C)cc(C)n1	-0.3	100	97	5	-20	97	103	97	0	103	9
Cc1ccc(/C=N/NC(=O)CCCOc2ccc(Cl)cc2Cl)cc1	-0.4	97	98	-5	.	97	96	99	-1	98	12
Cc1cc(C)n(-c2ccc(C(=O)OCC(=O)c3ccc(Br)s3)cc2)n1	0.2	100	97	21	.	99	98	97	1	89	12
CN1CCN(C(=O)/C(=C/c2cccs2)NC(=O)c2ccco2)CC1	0.1	101	100	0	2	101	99	96	0	102	12
O=C(CSc1n[nH]c(C2CCCC2)n1)NC1CCCC1	0.5	99	100	-8	.	98	101	100	2	101	6

(list continues)
SMILES	ABCB1 block	Rab2A wt mod	HRas wt GTP	Mcl1-Noxa inh	Pf gamet viab	Rab7 wt GTP bind	Cdc42 wt	Rac1 act GTP bind	ABCG2 inh	Rac1 wt modul	Avidin bead fluor
CC1(C)Cc2c(sc3ncnc(N)c23)CO1	0.1	100	99	-5	10	100	102	98	1	103	13
Cc1ccc(C(=O)NCCCc2ccccc2)c(C)c1	0.9	93	96	7	.	97	92	97	6	95	9
Cc1oc(-c2cccc(Cl)c2)nc1CN1CCC(C(=O)NCC2CCCO2)CC1 (centres undefined)	0.1	101	101	-3	.	98	101	101	0	106	15
COC(=O)c1ccc(NC(=O)CN2CCN(c3ccccc3)CC2)cc1	1.2	95	95	4	-8	97	100	97	6	99	21
Cc1sc2ncnc(NCC(c3ccco3)N3CCCC3)c2c1C (centres undefined)	0.4	110	109	7	.	108	112	101	1	117	12
COc1cccc(-c2ccc(SCc3ccccn3)nn2)c1	0.6	97	100	13	-8	102	98	97	9	100	26
C=CCNC1=C(Cl)C(=O)c2ccccc2C1=O	0.2	100	100	1	8	100	101	98	6	99	9
CN(/C(=N\S(=O)(=O)c1ccccc1)c1ccccc1)c1ccc(O)cc1	0.2	101	100	-14	12	105	98	95	2	99	22
CCOC(=O)C(=O)/C(=C\N(C)C)c1onc(-c2c(F)cccc2Cl)c1C(=O)OC	1.0	97	97	-4	3	97	96	98	4	99	3
Cc1cc([N+](=O)[O-])nn1CCCC(=O)Nc1cc(Oc2ccc(F)cc2)cc([N+](=O)[O-])c1	3.3	99	98	1	.	98	99	99	15	102	13
O=C(NCCC1=CCCCC1)C(=O)NCC(c1ccco1)N1CCN(c2ccccc2F)CC1 (centres undefined)	8.2	99	102	-4	26	99	101	100	28	105	11
COc1cccc(NC(=O)Nc2ccc3nsnc3c2)c1	-0.5	95	97	15	.	96	96	94	-1	98	6
O=C(CC1Oc2ccccc2NC1=O)NCc1ccccc1 (centres undefined)	0.7	107	105	0	.	103	108	104	4	111	8
COc1ccccc1CCNC(=O)c1ccc(C)o1	0.7	102	102	18	.	103	103	98	3	103	36
CCOC(=O)c1nnc(-c2ccc(C)cc2)nc1Sc1cccc(Cl)c1	0.2	100	101	8	24	100	101	100	1	104	8
CC(=O)OC[C@H]1O[C@@H](Sc2cccc3cccnc23)[C@H](OC(C)=O)[C@@H](OC(C)=O)[C@@H]1OC(C)=O	0.6	102	103	3	9	97	104	101	2	105	2
c1ccc2c(N3CCCCCC3)nc(-c3ccncc3)nc2c1	0.4	95	97	18	.	99	95	95	9	98	22

An excerpt of these results, with two lines to a compound:
Every second line gives: ABCB1 block, Rab2A wt mod, HRas wt GTP, Mcl1-Noxa inh, Pf gamet viab, Rab7 wt GTP bind, Cdc42 wt, Rac1 act GTP bind, ABCG2 inh, Rac1 wt modul, Avidin bead fluor
O=C(NCCC1=CCCCC1)C(=O)NCC(c1ccco1)N1CCN(c2ccccc2F)CC1 (centres undefined)
  8.2, 99, 102, -4, 26, 99, 101, 100, 28, 105, 11
COc1cccc(NC(=O)Nc2ccc3nsnc3c2)c1
  -0.5, 95, 97, 15, ., 96, 96, 94, -1, 98, 6
O=C(CC1Oc2ccccc2NC1=O)NCc1ccccc1 (centres undefined)
  0.7, 107, 105, 0, ., 103, 108, 104, 4, 111, 8
COc1ccccc1CCNC(=O)c1ccc(C)o1
  0.7, 102, 102, 18, ., 103, 103, 98, 3, 103, 36
